# inhibitors of VEEV: inhibitors of VEEV TC-83 cytopathic effect, confirmation, Vero cells (AID 588727); 350,000 tested, 0.13% active; one-dose inhibition, % at 20 µM; IC50 in µM for titrated hits; Vero cells, VEEV TC-83 cytopathic effect inhibition; higher % means a stronger effect; in the data active = a potency from the dose series; inconclusive = inhibition mostly from about 14% at the one dose, without a potency; inactive = the rest, 99 in 100 with inhibition below about 12%; note: strong numbers were not always called active
# M. tuberculosis HTS: M. tuberculosis growth inhibition, HTS (AID 449762) | M. tuberculosis H37Rv growth inhibition, 7H9 media; higher % means a stronger effect | one-dose inhibition, % at 25 µM; IC50 in µM for titrated hits | 330,000 tested, 0.59% active; in the data active = a potency from the dose series; inconclusive = inhibition above about 70% without an active follow-up result;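 note: bacterial growth assessed after seven days of incubation; strong numbers were not always called active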
# PhoP GFP inhibition: PhoP regulon inhibitors, Salmonella typhi PhoP promoter GFP reporter, confirmatory (AID 1850); inhibition, % at 50 µM; hits with a dose series show IC50 in µM; Salmonella Typhi PhoP-promoter GFP reporter, fluorescence, 4 h; higher % means a stronger effect; 310,000 tested, 0.33% active; in the data active = a potency from the dose series; inconclusive = inhibition mostly from about 25% at the one dose, without a potency; inactive = the rest, 99 in 100 with inhibition below about 19%;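 note: 0% = induced wells with vehicle and 100% = uninduced wells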
# tuberculosis growth: growth inhibition of non-replicating M. tuberculosis (AID 488890); Mycobacterium tuberculosis non-replicating, growth inhibition; higher % means a stronger effect; inhibition, % at 25 µM; hits with a dose series show IC50 in µM; 320,000 tested, 0.39% active; in the data active = a potency from the dose series; inconclusive = inhibition mostly from about 82% at the one dose, without a potency; inactive = the rest, 99 in 100 with inhibition below about 76%;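 note: plate controls were DMSO cells for no effect and high antibiotic wells for full effect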
# influenza NS1A: H1N1 influenza NS1A inhibitors, functional cell based assay (AID 504329). NS1A functional cell-based assay, percent inhibition; higher % means a stronger effect. inhibition, % at 12.5 µM, or IC50 in µM where a hit was titrated. 340,000 tested, 0.3% active; in the data active = a potency from the dose series; inconclusive = inhibition above about 27% without an active follow-up result; note: strong numbers were not always called active
# inhibitors of VEEV 10K pilot screen: also measured in inhibitors of VEEV; calls as there; inhibition, %; measured here: 10K pilot screen inhibition
# * hit, by the source's call; i = inactive; ? = inconclusive; nt = not tested or not shown.
# Start of the data: the first four compounds, ahead of the listing:
SMILES,inhibitors of VEEV,M. tuberculosis HTS,PhoP GFP inhibition,tuberculosis growth,influenza NS1A,others
c1ccc(CN2c3ccccc3-c3nc4ccccc4n3C2c2ccccn2)cc1 (stereo unspecified),i,-3%,9%,48%,-1%,
COC(=O)c1cc(Br)c(=O)n(CCc2ccc(O)cc2)c1,3.4%,2%,-4%,-1%,-11%,
O=C(Cc1ccc(F)cc1)N1CCN=C1SCc1cccc([N+](=O)[O-])c1,i,-1%,5%,40%,1%,
COC(=O)c1cc(F)c(-n2cncn2)c(F)c1,i,-6%,-1%,4%,-18%,

# The whole of this part (from the top)
SMILES,inhibitors of VEEV,M. tuberculosis HTS,PhoP GFP inhibition,tuberculosis growth,influenza NS1A,others
c1ccc(CN2c3ccccc3-c3nc4ccccc4n3C2c2ccccn2)cc1 (stereo unspecified),i,-3%,9%,48%,-1%,
COC(=O)c1cc(Br)c(=O)n(CCc2ccc(O)cc2)c1,3.4%,2%,-4%,-1%,-11%,
O=C(Cc1ccc(F)cc1)N1CCN=C1SCc1cccc([N+](=O)[O-])c1,i,-1%,5%,40%,1%,
COC(=O)c1cc(F)c(-n2cncn2)c(F)c1,i,-6%,-1%,4%,-18%,
CCOc1ccccc1CN1CCNC(=O)C1CC(=O)NCCN1CCOC1=O (stereo unspecified),i,-7%,-17%,1%,-2%,
CC(C)(C)C(=O)CN1C(=O)NC(C)(Cc2ccc3c(c2)OCO3)C1=O (stereo unspecified),1.9%,11%,-10%,1%,3%,
Oc1oc(-c2ccccc2)nc1C=Nc1cccc2ccccc12,i,7%,-14%,47%,-14%,
CCCCn1c2ccc(F)cc2c2nnc(SCCN3CCOCC3)nc21,7.9%,15%,-7%,55%,-1%,
CN(CC(=O)Nc1cc(Cl)ccc1C#N)C1CCS(=O)(=O)C1 (stereo unspecified),4.5%,-4%,nt,-7%,-8%,
CSc1ccc(S(=O)(=O)Nc2ccccc2C(=O)N2CCOCC2)cc1,3.0%,-4%,-3%,-13%,-10%,
COCCN(C(=O)C1CC(=O)N(Cc2ccc(C)cc2)C1)c1c(N)n(CC(C)C)c(=O)[nH]c1=O (stereo unspecified),2.6%,6%,nt,9%,-6%,
CNC(=O)CSc1nnc(C(C)C)n1C,0.4%,8%,-3%,9%,3%,
N#Cc1c(NC(=O)CSc2nc(N)cc(=O)[nH]2)sc2c1CCCCCC2,1.3%,0%,4%,10%,-5%,
O=C(CCN1CCN(CCO)CC1)Nc1cccc(Br)c1,0.6%,-10%,9%,-2%,10%,
Cc1ccccc1CN1CCN(CCCc2ccccc2)C(CCO)C1 (stereo unspecified),i,1%,-8%,35%,1%,
C[C@]12C(=O)N(c3cccc(F)c3)C(=O)N1[C@@H]1c3ccccc3OC[C@@H]1[C@H]2c1ccccc1,i,2%,-6%,28%,5%,inhibitors of VEEV 10K pilot screen=1.4
COC(=O)c1cccc(NC(=O)CN2CCc3ccccc3C2)c1,0.8%,-2%,-5%,34%,0%,
Cc1ccc(N2CC(C(=O)N3CCC4(CC3)CC(=O)c3ccccc3O4)CC2=O)cc1C (stereo unspecified),7.8%,21%,1%,24%,8%,
COc1ccc(CNCC(O)(c2ccc(Cl)cc2)c2ccc(Cl)cc2)cc1,5.5%,60%,1%,36%,-5%,
Cc1nc(-c2ccc(NC(=O)c3ccccc3C)cc2)cs1,7.9%,35%,7%,5%,1%,
COc1ccc(OC)c(C(C)NC(=S)NC2CCCCC2)c1 (stereo unspecified),2.3%,7%,0%,46%,-1%,
CSC1=N/C(=C\c2ccccc2Cl)C(=O)N1N(C)C,1.8%,7%,-1%,-7%,-18%,
CC1(C)CC(=O)C2=C(C1)OC(/N=C/N1CCCC1)=C(C#N)C2c1ccccc1 (stereo unspecified),0.7%,-7%,8%,-2%,-16%,
CCOC(=O)[C@H]1[C@H]2COc3ccc(C)cc3[C@@H]2N2C(=O)c3cc(F)c(F)cc3NC(=O)[C@@]12C,1.4%,0%,-3%,32%,9%,
COC(=O)CCCCCN1C(=O)NC(C2CC2)C(C(=O)OCc2ccccc2)=C1C (stereo unspecified),i,-2%,-6%,-3%,8%,

# (further entries)
SMILES,inhibitors of VEEV,M. tuberculosis HTS,PhoP GFP inhibition,tuberculosis growth,influenza NS1A,others
Cc1nc(-c2ccc(F)cc2)c(CC(=O)N(C)CC(=O)Nc2ccc(F)cc2)s1,0.6%,-2%,-3%,-6%,-4%,
Cc1cc2nc(-c3ccc(SCC(=O)N4CCOCC4)nc3)[nH]c2cc1C,i,64%,-7%,16%,13%,
N#CNC(=Nc1ccccc1)SCc1ccc(C(=O)O)cc1,1.7%,3%,-7%,4%,-8%,
Cc1ccc(S(=O)(=O)N2CCN(S(=O)(=O)c3ccc(C)cc3)C3OCCOC32)cc1 (stereo unspecified),i,3%,0%,-1%,-4%,
O=S(=O)(CCC1CCCCN1)c1ccccc1 (stereo unspecified),0.1%,5%,-8%,7%,-18%,
Cc1ccccc1-n1c(=O)n(Cc2ccc(C(=O)O)cc2)c(=O)c2[nH]cnc21,0.1%,2%,-1%,-15%,-8%,
CSCCC(NS(=O)(=O)c1ccc(F)cc1)C(=O)NCc1ccc(S(N)(=O)=O)cc1 (stereo unspecified),0.2%,7%,1%,-3%,-2%,
O=C(Nc1ccc(C(=O)O)cc1)Nc1ccc(F)cc1F,4.0%,6%,3%,-1%,0%,
O=C(NCc1nnc(SCC(=O)N2CCCc3ccccc32)n1-c1ccccc1)c1cccc2ccccc12,11%,15%,-3%,23%,3%,
C#CCOCCOCCOCCNc1nc(N2CCN(C(=O)[C@H](CCC(=O)O)n3cc([C@@H](N)CC(N)=O)nn3)CC2)nc(N2CCN(C(=O)[C@H](CCC(=O)O)n3cc([C@@H](N)CC(N)=O)nn3)CC2)n1,i,3%,nt,-9%,-20%,
CCCn1c(N)c(C(=O)CSc2nc(C3CC3)n(-c3ccccc3)n2)c(=O)[nH]c1=O,9.8%,-4%,nt,0%,-14%,
CC(C)(C)OC(=O)C[C@@H]1C/C=C\C[C@H](CC(=O)NCCO)C(=O)N[C@H](Cc2ccccc2)COC1=O,0.0%,-3%,nt,31%,2%,
CC1CCN(C(=O)CSc2nncn2-c2ccccn2)CC1,1.5%,1%,11%,12%,2%,
COc1cc(Cl)c(CC(=O)c2c[nH]c3ccccc23)cc1OC,0.5%,2%,3%,-1%,-9%,
COC(=O)C1=C(CS(=O)(=O)c2cc(OC)ccc2OC)NC(=O)NC1c1ccc(O)c(OC)c1 (stereo unspecified),i,-4%,6%,-7%,3%,
COc1cc(SC)ccc1C(=O)N1CCN(c2ccccc2OC)CC1,6.5%,22%,-2%,-18%,2%,
Cc1cccc(-c2noc(CNC(=O)c3ccco3)n2)c1,3.3%,2%,12%,8%,-8%,
CC(C)CNC(=S)N1CCC(NC(=O)c2ccco2)CC1,i,3%,-7%,8%,-8%,
CCOc1cc(C#N)c(NC(=O)c2ccco2)cc1OCC,6.3%,14%,-7%,7%,-9%,
CS(=O)(=O)N1N=C(c2ccco2)CC1c1ccccc1Cl (stereo unspecified),0.9%,3%,-2%,10%,16%,
COc1ccc(CCNS(=O)(=O)CCNC(=O)c2ccc(OC)cc2)cc1,1.6%,-2%,-3%,1%,-5%,
OC(CN1CCN(c2ccccc2Cl)CC1)c1ccccc1 (stereo unspecified),1.1%,3%,3%,8%,-4%,
O=C(CSc1nc2ccccc2s1)NCCOc1ccccc1,0.1%,5%,-7%,73%,-7%,
Cc1ccc(C2C(C(=O)c3sc(-c4ccccc4)nc3C)=C(O)C(=O)N2CCN(C)C)o1 (stereo unspecified),0.4%,nt,nt,nt,-7%,
Cc1cccc(NC(=O)c2c(F)c(F)c(F)c(F)c2F)c1,1.5%,-5%,3%,-3%,8%,

# Going on with the list.
SMILES,inhibitors of VEEV,M. tuberculosis HTS,PhoP GFP inhibition,tuberculosis growth,influenza NS1A,others
CCOC(=O)C1(Cc2ccccc2C)CCCN(C(=O)CSC)C1 (stereo unspecified),i,1%,3%,15%,-11%,
O=C(CCN1CCN(c2ccccc2)CC1)c1ccc(Cl)cc1,1.2%,?,65µM*,?,-9%,
CC(C)(C)c1ccc(OCCn2nc(C(=O)O)c3ccccc3c2=O)cc1,4.9%,0%,0%,20%,-1%,
Cn1cccc1C1CCCN1CC(=O)Nc1c(Cl)cc(Cl)cc1Cl (stereo unspecified),2.0%,-5%,nt,29%,-4%,
C[C@H](NC(=O)[C@@H]1CCC(=O)N1Cc1ccco1)c1ccccc1,0.2%,0%,-3%,4%,-5%,
CCCOc1ccc(/C=N/Nc2ccccc2[N+](=O)[O-])c(O)c1,0.2%,6%,-2%,-10%,3%,
CCCn1nc(NC(=O)CC)c2cc3cccc(C)c3nc21,1.6%,4%,9%,28%,-16%,
CC(C)NCC(O)COc1ccc2c(c1)CCC2 (stereo unspecified),2.1%,?,0%,14%,-12%,
COc1ccc(CCNC(=O)C2CCN(C(=O)c3ccc(Cl)cc3)CC2)cc1OC,1.1%,-3%,-5%,18%,-10%,
CCOC(=O)c1sc2nc(C)nc(NCCc3ccccn3)c2c1C,9.6%,-7%,10%,26%,-5%,
COC(=O)C1=C(c2ccc(OC(F)(F)F)cc2)C[C@@H]2CC[C@H]1N2C(=O)NC1Cc2ccccc2C1,0.6%,-5%,nt,-5%,-7%,
Cc1ccc(CC(=O)Nc2ccc(S(=O)(=O)Nc3ncccn3)cc2)cc1,0.7%,-2%,0%,14%,-6%,
Cc1cc(C)cc(Nc2c(F)c(F)c(F)c(F)c2C(=O)O)c1,4.5%,8%,1%,1%,nt,
CCc1c(C)nc2c(C)cccc2c1SCCC#N,0.6%,2%,5%,10%,-2%,
CN(Cc1c(C(=O)N/N=C/c2ccc(F)cc2)nnn1-c1nonc1N)C1CCCCC1,i,5%,7%,-9%,6%,
O=C(COC(=O)CC1CC2CCC1C2)Nc1ccc(F)cc1Cl (stereo unspecified),5.2%,-9%,nt,64%,-14%,
COc1ccc(Cl)cc1C(=O)Nc1ccc(OCC(=O)N2CCOCC2)cc1,7.9%,-11%,5%,12%,-1%,
COc1ccc(Br)cc1S(=O)(=O)Nc1cccc(C)n1,i,-1%,5%,-1%,-8%,
CCOC(=O)CNS(=O)(=O)c1cc(-c2n[nH]c(=O)c3ccccc23)ccc1C,4.4%,nt,nt,nt,6%,
Cc1nc(NC(=O)CSc2nnc(C)n2CC2CCCO2)sc1C (stereo unspecified),2.8%,2%,6%,5%,7%,
CCCCSc1ncnc2[nH]ncc12,0.3%,1%,3%,21%,-11%,
CCOC(=O)c1[nH]cc(-c2ccccc2)c1N1CCOCC1,0.4%,59%,0%,69%,0%,
Cc1ccc(N(C)S(=O)(=O)c2cccc(C(=O)Nc3ccc(N4CCOCC4)cc3)c2)cc1,2.5%,32%,nt,30%,-2%,
COc1cccc(CNC(=O)CN2C(=O)NC(Cc3ccccc3)(c3ccccc3)C2=O)c1 (stereo unspecified),6.9%,-7%,nt,29%,-5%,
CCCOc1ccc(NC(=O)CC2C(=O)N(Cc3ccccc3)C(=S)N2Cc2cccs2)cc1 (stereo unspecified),i,-2%,-8%,2%,1%,

# The last five records of the section above are carried over, then new ones follow:
SMILES,inhibitors of VEEV,M. tuberculosis HTS,PhoP GFP inhibition,tuberculosis growth,influenza NS1A,others
CCCCSc1ncnc2[nH]ncc12,0.3%,1%,3%,21%,-11%,
CCOC(=O)c1[nH]cc(-c2ccccc2)c1N1CCOCC1,0.4%,59%,0%,69%,0%,
Cc1ccc(N(C)S(=O)(=O)c2cccc(C(=O)Nc3ccc(N4CCOCC4)cc3)c2)cc1,2.5%,32%,nt,30%,-2%,
COc1cccc(CNC(=O)CN2C(=O)NC(Cc3ccccc3)(c3ccccc3)C2=O)c1 (stereo unspecified),6.9%,-7%,nt,29%,-5%,
CCCOc1ccc(NC(=O)CC2C(=O)N(Cc3ccccc3)C(=S)N2Cc2cccs2)cc1 (stereo unspecified),i,-2%,-8%,2%,1%,
CCC(CC)c1nnc(NC(=O)C2=COCCO2)s1,6.6%,5%,2%,-3%,-16%,
CCC12CN(C(=O)c3ccc(C)cc3)CC(CC)(CN(C(=O)c3ccc(C)cc3)C1)C2=O,1.5%,3%,-10%,-2%,-7%,
COc1ccc(C(C)NC(=O)c2ccccc2Cl)cc1OC (stereo unspecified),0.1%,4%,5%,4%,1%,
O=C(Cc1ccsc1)NCC(=O)Nc1ccccc1Br,2.4%,3%,nt,-21%,-9%,
COc1ccccc1CN1CC(C(=O)N(C)Cc2ccncc2C)CCC1=O (stereo unspecified),1.5%,4%,3%,-12%,-10%,
O=C(c1cc(-c2cccs2)on1)N1CCCCC1,1.7%,25%,2%,?,11%,

# Bioassay records from PubChem BioAssay.

# Outcome played no part in choosing rows. About 1.6% of those tested had a hit in this group.
